Bioassay records as filed in PubChem.
KCNQ1 block – blocks the human KCNQ1 potassium channel. P51787. CHO-K1 KCNQ1, FluxOR thallium flux fluorescence; stronger effect = higher value. B-score at 10 µM. 310,000 compounds, 1.3% hits. AID 2642;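 active = compounds whose thallium flux B-score, printed positive for inhibition, exceeds three library SD while starting fluorescence stays within three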;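 note: channel opened by potassium depolarization with thallium stimulus after 20 min compound exposure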
KCNK9 block – inhibitors of human KCNK9 two-pore domain potassium channel; B-score at 10 µM; HEK293 KCNK9, FluxOR thallium flux fluorescence; stronger effect = lower value; AID 488922; Q9NPC2; 310,000 compounds, 1.2% hits;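 active = ratio B-score over 3 SD below the library mean, with starting fluorescence within 5 SD of its mean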;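 note: negative B-score means less thallium flux so channel inhibition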
ANO1 activ – activators or potentiators of mouse TMEM16A chloride channel | Q8BHY3 | HEK293 TMEM16A/YFP-H148Q/I152L, iodide quench fluorescence; stronger effect = lower value | B-score at 10 µM | 340,000 compounds, 0.3% hits;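 active = fluorescence-ratio B-score plate-corrected deviation score at least 3 library SD below zero, with starting fluorescence score within 5 deviations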;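 note: channel opened by trigger with iodide after compound preincubation; score built on the fluorescence ratio of max minus min over baseline; more negative score means more quench and so TMEM16A activation or potentiation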
Target sequence (Q8BHY3 whole entry, looked up): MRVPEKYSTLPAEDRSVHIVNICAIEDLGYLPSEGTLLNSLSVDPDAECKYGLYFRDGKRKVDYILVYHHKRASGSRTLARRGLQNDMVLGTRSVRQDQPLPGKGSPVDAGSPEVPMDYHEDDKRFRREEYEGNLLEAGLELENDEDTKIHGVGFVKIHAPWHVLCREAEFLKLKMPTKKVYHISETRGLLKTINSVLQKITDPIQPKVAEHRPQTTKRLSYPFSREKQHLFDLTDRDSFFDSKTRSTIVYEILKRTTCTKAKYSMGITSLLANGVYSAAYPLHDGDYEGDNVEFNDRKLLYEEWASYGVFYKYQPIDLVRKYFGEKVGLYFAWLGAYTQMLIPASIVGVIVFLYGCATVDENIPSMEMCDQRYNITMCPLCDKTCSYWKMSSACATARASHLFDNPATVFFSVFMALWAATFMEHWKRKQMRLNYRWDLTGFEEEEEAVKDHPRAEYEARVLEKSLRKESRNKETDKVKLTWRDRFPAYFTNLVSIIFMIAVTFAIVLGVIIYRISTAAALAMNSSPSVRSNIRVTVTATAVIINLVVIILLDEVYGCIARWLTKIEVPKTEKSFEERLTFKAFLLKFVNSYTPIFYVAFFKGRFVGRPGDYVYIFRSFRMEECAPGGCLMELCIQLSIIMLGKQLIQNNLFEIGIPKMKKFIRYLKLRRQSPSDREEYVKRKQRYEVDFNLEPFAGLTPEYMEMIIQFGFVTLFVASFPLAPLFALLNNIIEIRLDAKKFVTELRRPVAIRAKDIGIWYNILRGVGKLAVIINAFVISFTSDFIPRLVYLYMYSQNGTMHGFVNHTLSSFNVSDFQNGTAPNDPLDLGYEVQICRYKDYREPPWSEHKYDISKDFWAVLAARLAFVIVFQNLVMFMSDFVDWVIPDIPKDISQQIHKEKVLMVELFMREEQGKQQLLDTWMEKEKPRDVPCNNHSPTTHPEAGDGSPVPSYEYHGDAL
hERG protect – shields human hERG channel from block by proarrhythmic agents; Q12809; CHO-hERG, FluxOR thallium flux, dofetilide IC70 present; activation (rescue from dofetilide block), less the hit threshold, % at 10 µM; 310,000 compounds, 0.51% hits; AID 1511;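 active = activation above the mean of controls blocked by dofetilide plus 5 SD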;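 note: thallium influx through hERG after potassium depolarization seen as dye fluorescence rise; in these data hits start at about 4.7%; inactives centre near -7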
RGS4 act – RGS4 potentiation or activation; HEK293 M3R/inducible RGS4, carbachol calcium flux Fluo4; stronger effect = lower value; B-score at 10 µM; 310,000 compounds, 0.92% hits; AID 463111;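 active = B-score of the integrated calcium signal more than 4 SD below the library mean, with starting fluorescence not abnormally high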;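 note: negative B-score means reduced calcium response which marks RGS4 activation or potentiation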
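Material: Inducible-RGS4 HEK293 cells carrying M3 receptor; also added: carbachol at ECmax as muscarinic agonist stimulus; incubation: compound preincubation 20 min at room temperature before agonist; signal: Fluo4-AM (2 µM) calcium-flux fluorescence, kinetic read; measure: integrated calcium ratio converted to B score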
HDAC3 inhib – human HDAC3 inhibition | O15379 | recombinant HDAC3, fluorogenic peptide/trypsin coupled, fluorescence | inhibition, % at 8.3 µM | 320,000 compounds, 0.15% hits | AID 2718; in the data active = inhibition above about 26%, passing the limit was not always enough; inconclusive = no clear call, values can overlap the other calls
RGS4 block – human RGS4 inhibition. 310,000 compounds, 0.45% hits. P49798. B-score at 10 µM. HEK293 M3R/RGS4 inducible, Fluo-4 calcium flux; stronger effect = higher value; triggered by carbachol at its EC20. AID 463165;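 active = B-score, a plate-corrected calcium signal, over three deviations above library mean, with baseline fluorescence within five deviations of library mean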;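 note: RGS4 expression induced by doxycycline in cells with stable M3 receptor; B-score is computed from the integrated fluorescence ratio over baseline after carbachol; higher B-score means a larger calcium signal and so more RGS4 inhibition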
KCNK3 block – human KCNK3 channel inhibition, primary screen; O14649; CHO-KCNK3 thallium flux, FluxOR fluorescence; stronger effect = lower value; B-score at 10 µM; 340,000 compounds, 0.84% hits; AID 602410;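 active = B-score under library mean minus 4 SD, starting fluorescence ratio at most library mean plus 5 SD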;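 note: more negative B-score means stronger inhibition of thallium flux through KCNK3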
KCNQ1 pot – potentiates or activates the human KCNQ1 potassium channel; P51787; CHO-K1 KCNQ1, thallium flux FluxOR fluorescence; stronger effect = higher value; B-score at 10 µM; 310,000 compounds, 0.35% hits; AID 2648;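 active = fluorescence ratio B-score, a plate-corrected score, at least three library SD, with initial intensity B-score within 5 SD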
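assay system = CHO-K1 cells stably expressing KCNQ1 | medium = assay buffer, equal DMSO in all wells | timing = 37 °C overnight plating, 90-min dark dye load, 20-min compound pretreatment | measured by = kinetic FluxOR thallium fluorescence, 10-s 1-Hz baseline, 110-s post-stimulus read | measure = fluorescence change relative to baseline, converted to B score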
ANO1 block – mouse TMEM16A channel inhibition, primary screen; 310,000 compounds, 1.2% hits; HEK293 TMEM16A/YFP iodide influx fluorescence, ionomycin; normalized B-score (activity score, 25-100; higher = stronger inhibition) at 10 µM; AID 588511; Q8BHY3;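 active = ratio plate-corrected score three or more library SD toward inhibition, starting fluorescence score within five deviations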;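 note: score derived from kinetic fluorescence span divided by baseline fluorescence per well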
SKKanGAS inh – SKKanGAS growth inhibition | S. pyogenes SKKanGAS, kanamycin growth, BacTiter-Glo, 6 h | inhibition, % at 7.5 µM | 300,000 compounds, 1.3% hits | AID 1662;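 active = mean replicate score, as percent of positive control median, at least 50; inconclusive = mean below 50 but one replicate at or above 50; inactive = mean and every replicate below 50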;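 note: strain carries kanamycin resistance gene driven by streptokinase promoter and grows in 40 µg/ml kanamycin; loss of luminescence reflects streptokinase promoter inhibition or plain growth inhibition; 0% = median of DMSO wells and 100% = positive control at its reference dose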
Starred values were filed as active, the others as inactive; i = inactive; u = inconclusive; x = not tested or not shown.

SMILES	KCNQ1 block	KCNK9 block	ANO1 activ	hERG protect	RGS4 act	HDAC3 inhib	RGS4 block	KCNK3 block	KCNQ1 pot	ANO1 block	SKKanGAS inh
CCOCCCN(C(=O)c1snc(C(N)=O)c1N)C(C(=O)NCCC(C)C)c1ccc(F)cc1 (stereo not given)	i	i	i	-7.0	i	-3.2	i	i	i	i	-2.9
CCN(CC)CCNC(=O)c1cc2c(=O)n(CC)c3ccccc3c2s1	i	i	i	-5.0	-8.44*	-17.3	i	i	i	i	-1.9
CCn1c(=N)n(CC(O)COc2ccc(C)cc2)c2ccccc21 (stereo not given)	i	i	i	-11.7	i	2.5	i	i	i	i	-6.0
COc1ccc(N2CCN(C(=O)c3cccc(NS(=O)(=O)c4cccc(F)c4)c3)CC2)cc1	i	i	i	-8.5	i	x	i	i	i	x	2.5
Cc1c(Cl)cnc(NC(=O)COC(=O)C(NC(=O)c2ccco2)C(C)C)c1Cl (stereo not given)	i	i	i	-13.9	i	1.9	i	i	i	i	11.4
Cc1ccc(NC(=O)CNc2cc(S(=O)(=O)N3CCOCC3)ccc2NCC2CCCO2)cc1F (stereo not given)	i	i	i	-17.3	i	4.3	i	i	i	i	-1.2
O=C(/C=C/c1ccccc1)N/C(=C/c1ccccc1)C(=O)Nc1ccc(C(=O)O)cc1	i	i	i	-5.1	i	3.9	i	i	i	i	1.5
CCOc1cc(N2CCOCC2)c(OCC)cc1NC(=O)CCS(=O)(=O)c1ccc(Cl)cc1	i	i	i	-15.1	i	0.8	i	i	i	i	1.3
C/C=C\C=C/C(=O)Nc1cccc(C2=NOC3(C2)C[C@@H](C(N)=O)N(C(=O)c2ccc(Cl)cc2)C3)c1 (stereo not given in full)	i	i	i	-7.9	i	-2.5	i	i	i	i	4.8
COc1ccc(/C=N/N2C(C)CCCC2C)cc1O (stereo not given)	i	i	i	-4.2	i	3.6	i	i	i	i	-1.4
O=C1NCCCC1C(=O)N/N=C/c1cc([N+](=O)[O-])ccc1O (stereo not given)	i	i	i	-7.2	i	-0.1	i	i	i	i	1.9
O=C(CCCc1cccs1)Nc1nccs1	i	i	i	-7.5	i	-3.1	i	i	i	i	4.2
C=CCOC(=O)N1CCN(c2cccc(C(F)(F)F)c2)CC1	i	i	i	-7.0	i	8.9	i	i	i	i	0.3
O=C(O)COCC(=O)Nc1ccc2c(c1)CCC2	i	i	i	-2.6	i	5.0	i	i	i	i	2.0
O=S(=O)(c1ccccc1F)N1CCCc2ccccc21	i	i	i	-9.2	i	-3.3	i	i	i	i	5.7
O=C(Cn1c(=S)[nH]c2ccccc2c1=O)N1CCN(c2ccccc2)CC1	i	i	i	-2.0	i	0.5	i	i	i	i	2.5
CC(C)NC(=O)/C(=N\O)c1ccccc1	i	i	i	-6.4	i	-10.9	i	i	i	i	-1.1
CC1CCCN(C2(O)C(=O)Nc3c(C(F)(F)F)cccc32)C1 (stereo not given)	i	i	i	-2.1	i	-1.7	i	i	i	i	-1.5
COCCn1c(SCC(=O)Nc2cccc(S(N)(=O)=O)c2)nc2ccccc21	i	i	i	-6.0	i	0.6	i	i	i	i	-6.7
CCCCN1CCc2c([nH]c3ccccc23)C1=O	i	i	i	-4.6	i	-1.0	i	i	i	i	-7.6
COc1ccc(N=C2NC(=O)C(CO)(CO)S2)cc1	i	i	i	-6.5	i	1.7	i	i	i	i	0.4
O=C(CN1C(=O)/C(=C/c2ccc(F)cc2)SC1=S)NC1CCS(=O)(=O)C1 (stereo not given)	i	i	i	-5.5	i	-1.2	i	i	i	i	0.3
Cn1c(SCC(=O)N2CCCCCC2)nnc1-c1ccco1	i	i	i	-8.1	i	-4.6	i	i	i	i	-3.5
COc1cc(C2C(C#N)=C(N)OC3=C2C(=O)CCC3)c([N+](=O)[O-])cc1OC (stereo not given)	i	i	i	-25.7	i	-0.6	i	i	i	i	4.5
Cn1c(-c2ccc(F)cc2)cnc1NCc1ccccc1	i	i	x	-8.3	i	1.9	i	i	i	i	1.7
C=C(C)C1CC=C(CN2CCC(C(=O)OCC)CC2)CC1 (stereo not given)	i	i	i	-6.9	i	2.2	i	i	i	i	15.8
CCn1c(=O)cc(SCC(=O)N2CCN(c3ccccc3F)CC2)c2ccccc21	i	i	i	-13.1	i	1.7	i	i	i	i	8.5
COc1ccc(-c2csc(NC(=O)c3cc(=O)c4ccccc4o3)n2)cc1OC	i	i	i	-16.3	i	-0.1	i	i	i	i	-0.1
COc1ccccc1-c1nnc(SC/C(O)=C(\C#N)c2nc3ccccc3[nH]2)n1C1CCCCC1	i	-12*	i	-3.6	i	6.1	i	i	i	i	43.9
O=C(Nc1cc(Sc2ccccn2)cc([N+](=O)[O-])c1)c1cccc(F)c1	i	i	i	-13.0	i	-0.5	i	i	i	i	4.6
COC(=O)CC1C(=O)NC2CCCCC2N1C(=O)c1ccccc1 (stereo not given)	i	i	i	-0.9	i	0.4	i	i	i	i	2.8
COc1ccc(C(C)=O)cc1COC(=O)c1ccc(N)c([N+](=O)[O-])c1	i	i	i	-7.5	i	1.4	i	i	i	i	-10.7
Cc1ccc2cc(CN(Cc3nnnn3C3CCCC3)C3CCCCC3)c(=O)[nH]c2c1C	i	i	i	1.0	i	x	i	i	i	x	1.7
Fc1ccc(C2=Nn3c(Cc4ccccc4)nnc3SC2)cc1	i	i	i	-9.1	i	-0.6	i	i	i	i	-2.3
Cc1ccsc1/C=N/NC(=O)c1ccco1	i	i	i	-6.6	i	3.3	i	i	i	i	-2.2
CC(C)NC(=O)COc1ccc(S(=O)(=O)N2CCOCC2)cc1	i	i	i	-3.3	i	-2.6	i	i	i	i	-0.1
COc1cccc(-c2csc(N3CCN(CC(=O)NNC(=O)c4ccc(Cl)cc4)CC3)n2)c1	i	i	i	1.5	i	-4.0	i	i	i	i	21.5
CN(C)C(=O)c1ccc(Oc2ccc(C(=O)N(C)C)cc2)cc1	i	i	i	-12.4	i	-1.4	i	i	i	i	3.0
O=C(CN1C(=O)COc2ccccc21)Nc1ccc(N2CCOCC2)cc1	i	i	i	-5.7	i	1.7	i	i	i	i	-1.7
Nc1cccc(-c2nc3ccc(N)cc3s2)c1	i	i	i	-7.3	i	-99.5	i	i	i	i	26.3
COc1ccc(-n2c(Cc3cccn3C)nnc2SCC(=O)Nc2ccc(C)c(Cl)c2)cc1	i	i	i	-4.4	i	3.4	i	i	i	i	12.8
COc1ccc(-c2[nH]c(-c3ccc(C)cc3)nc2SCC(=O)Nc2nccs2)cc1	i	i	i	-15.5	i	-10.2	i	i	i	i	3.3
COc1cc(OC)cc(C(=O)N[C@H](C(=O)Nc2cccc(S(=O)(=O)N3CCCC3)c2)C(C)C)c1	i	i	i	-12.0	i	4.0	i	i	i	i	-2.1
CCOC(=O)C1CCCN(C(=O)c2cc(Nc3ccc(OC)cc3OC)nc3ccccc23)C1 (stereo not given)	i	i	i	-40.5	i	4.6	i	i	i	i	1.5
COc1cc(C(=O)NC(=S)Nc2ccc(NC(=O)c3ccco3)cc2)cc(OC)c1OC	i	i	i	-7.7	i	0.3	i	i	i	i	66.2*
C=CCNC(=O)/C(C#N)=C/c1c(N2CCN(c3ccccc3)CC2)nc2c(C)cccn2c1=O	i	i	i	-6.0	i	-13.1	i	i	i	i	1.5
Cc1c(NCc2ccccc2O)c(=O)n(-c2ccccc2)n1C	i	i	i	-12.7	i	0.8	i	i	i	i	-2.8
O=C(CCCOc1ccc(Cl)cc1Cl)NCC1CCCO1 (stereo not given)	i	i	i	-8.3	i	3.0	i	i	i	i	-0.3
CC(C)COc1ccc(C(=S)N2CCCC2)cc1	i	i	i	-7.4	i	0.6	i	i	i	i	0.7
O=c1cc(-c2ccccc2)n(S(=O)(=O)c2ccccc2)o1	i	i	i	-7.6	i	4.8	i	i	i	i	1.3
(listing goes on)
SMILES	KCNQ1 block	KCNK9 block	ANO1 activ	hERG protect	RGS4 act	HDAC3 inhib	RGS4 block	KCNK3 block	KCNQ1 pot	ANO1 block	SKKanGAS inh
CCNc1ccc(S(=O)(=O)C(F)(F)F)cc1NC(=O)C12CCC(CC1)C2	i	i	i	-4.2	i	1.7	i	i	i	i	3.4
CNC(=O)CSc1nnc(-c2ccco2)n1-c1cccc(C)c1C	i	i	i	-2.5	i	-5.0	i	i	i	i	2.1
Cc1ccccc1OC(C)c1nc(-c2ccccc2)no1 (stereo not given)	i	i	i	-4.8	i	10.7	i	i	i	i	26.1
O=C1NC2(CCCCCC2)C(=O)N1Cc1ccccc1Br	i	i	i	-4.5	i	u	i	i	i	i	-2.3
CC1CCc2c(sc3ncn(N)c(=N)c23)C1 (stereo not given)	i	i	i	-12.4	i	-1.4	i	i	i	i	-0.2
CSc1nc(-c2ccccc2)c(-c2ccccc2)[nH]1	i	i	i	-11.4	i	-2.3	i	i	i	i	-3.0
Cc1ccc2cccc(Oc3cnccn3)c2n1	i	i	i	2.8	i	-1.9	i	i	i	i	0.8
CCOC(=O)c1cc(-c2ccccc2)sc1NC(=O)c1ccc(OC)cc1	i	i	x	-3.7	i	0.2	i	x	i	i	4.2
FC(F)(F)c1cnc(COc2cc(Cl)cc(Cl)c2)c(Cl)c1	i	i	i	-0.6	i	-0.2	i	i	i	i	-2.5
CCCn1c(=O)[nH]c(=O)c2c1nc(-c1ccc(OC(F)F)c(OC)c1)n2CCOC	i	i	i	-7.5	i	-13.6	i	i	i	i	2.7
O=C(COc1ccc2ccc(=O)oc2c1)Nc1c(Cl)cccc1C(F)(F)F	i	i	i	-10.3	i	0.4	i	i	i	i	-1.8
O=C(NCc1ccco1)C1(c2ccccc2)CCCC1	i	i	i	-0.8	i	-5.0	i	i	i	i	0.1
COc1cc(/C=N/N2CCN(c3ccccc3)CC2)cc(OC)c1OC(C)=O	i	i	i	0.5	i	4.3	i	i	i	i	-4.2
c1cncc(-c2noc(C34CC5CC(CC(C5)C3)C4)n2)c1	i	i	i	-6.7	i	0.8	i	i	i	i	1.0
